High-throughput results as filed in PubChem.
MRP reversal = reverses drug resistance mediated by MRP; H69AR cells + 2 uM doxorubicin, CellTiter-Glo, 72 h; differential viability (reversal), % at 10 µM; actives 0.04% (n = 85,000);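 active means viability drop by adding the cancer drug above about 55%, with treated viability meeting a 40% cutoff, limit read from the data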;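 further: viability without doxorubicin minus viability with 2 µM doxorubicin for each compound; larger differential means the compound sensitizes cells more to doxorubicin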
PLAP inhibition = PLAP enzyme inhibitors, biochemical, luminescence, HTS (AID 690) | purified PLAP, luminescent substrate; higher % means a stronger effect | inhibition, % at 20 µM, or IC50 in µM where a hit was titrated | actives 0.08% (n = 96,000); in the data active means a potency from the dose series; inactive means the rest, 99 in 100 with inhibition below about 30%; further: strong numbers were not always called active
NFkB transloc inh = blocks IL-1B driven NFkB nuclear translocation in HUVEC cells; actives 0.43% (n = 94,000); inhibition, % at 2 µM; HUVEC IL-1B NFkB p65 nuclear translocation imaging;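 active means inhibition above about 30% together with a positive call from visual inspection of the well image, limit read from the data; inconclusive means inhibition above a set limit but visual check negative; inactive means inhibition not above a set limit, visual check negative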;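 further: nuclear over cytoplasmic p65 intensity ratio measured by imaging; 0% = IL-1B stimulated DMSO wells and 100% = unstimulated DMSO wells; values of inactives mirror those of a sister screen read the other way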
Bcl-B displacement = displacers of TR3 peptide from Bcl-B, primary screen, selectivity assay for Bfl-1 inhibitor project, biochemical, fluorescence polarization | displacement, % at 20 µM, or IC50 in µM where a hit was titrated | FP displacement of FITC-TR3 peptide from Bcl-B; higher % means a stronger effect | actives 0.11% (n = 96,000) | AID 748;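 active means displacement above 50% at 20 µM plus a fluorescence interference ratio under 1.5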;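 further: plate controls were wells without compound for no effect and wells lacking Bcl-B protein for full effect; a part of the inactive calls stands beside numbers as strong as those of hits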
IL1B NFkB pot = enhances IL-1B driven NFkB nuclear translocation. HUVEC IL-1B NFkB p65 nuclear translocation imaging. actives 0.3% (n = 94,000). AID 819. activation, % at 2 µM;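 active means activation above 40%, about the mean plus 3 SD, also judged a hit on visual image review; inconclusive means activation above 40% but not a hit on visual review; inactive means activation not above 40% and no visual hit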;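 further: percent activation is computed from the nuclear over cytoplasmic p65 intensity ratio; values of inactives mirror those of a sister screen read the other way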
MRP reversal cytotoxicity = further read-out of MRP reversal, marked with its call; viability, %; H69AR cells, CellTiter-Glo, 72 h; measured here: cytotoxicity without doxorubicin
MRP reversal with doxorubicin = recorded beside MRP reversal, whose call it bears; viability, %; measured here: viability with 2 uM doxorubicin; hits give low values
NFkB transloc inh cell count 2 µM = also measured in NFkB transloc inh; calls as there; cell count; measured here: cells passing quality filter;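 raw number of nuclei counted in each imaged well without normalization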
IL1B NFkB pot cell count 2 µM = further read-out of IL1B NFkB pot, marked with its call; cell count; measured here: cells passing quality filter
* marks the source's active call; other numbers are inactive results; ? = inconclusive; . = no result given. A portion of the library. The share of hits here may be higher or lower than overall.

SMILES | MRP reversal | MRP reversal cytotoxicity | MRP reversal with doxorubicin | PLAP inhibition | NFkB transloc inh | NFkB transloc inh cell count 2 µM | Bcl-B displacement | IL1B NFkB pot | IL1B NFkB pot cell count 2 µM
COCCn1c(SCC(=O)Nc2ccc(S(N)(=O)=O)cc2)nc2ccccc21 | . | . | . | 2% | -2 | 158 | 1% | 2 | 158
Cn1nc(-c2ccccc2)c(C(=O)Nc2ccc(Cl)cc2)c1Cl | . | . | . | 7% | 3 | 155 | -6% | -3 | 155
CSCCC(NC(C)=O)C(=O)Oc1ccc2c3c(c(=O)oc2c1)CCCC3 (stereo not drawn) | 0 | 94 | 94 | 5% | . | . | 0% | . | .
COc1ccc(NC(=O)CCNC(C)=O)cc1NS(=O)(=O)c1ccc(F)cc1 | 9 | 110 | 101 | -47% | 12 | 123 | -1% | -12 | 123
Cc1nnc(NC(=O)C2CCCN(c3ncccn3)C2)s1 (stereo not drawn) | 2 | 99 | 96 | 8% | -8 | 175 | 0% | 8 | 175
O=C(COc1cccc2ccccc12)N1CCN(c2ccccc2)CC1 | 17 | 100 | 83 | -84% | . | . | -12% | . | .
O=C(O)C1C2CCC(O2)C1C(=O)NCc1ccncc1 (stereo not drawn) | 5 | 81 | 76 | -15% | -25 | 152 | -2% | 25 | 152
c1coc(CNC2C3CC4CC(C3)CC2C4)c1 (stereo not drawn) | 3 | 91 | 87 | 26% | . | . | 0% | . | .
Cc1ccc(Nc2nc3c([nH]2)c(=O)n(C)c(=O)n3C)cc1 | -3 | 80 | 83 | -10% | -4 | 137 | -4% | 4 | 137
CCOc1cc(N2CCOCC2)c(OCC)cc1NC(=O)c1cc(-c2ccco2)nc2ccccc12 | -3 | 4 | 7 | -82% | . | . | 25% | . | .
COc1ccc(NS(=O)(=O)c2ccc(OC)c(N(C)S(=O)(=O)c3ccc(Cl)cc3)c2)cc1 | . | . | . | -29% | -65 | 142 | -14% | ? | .
COc1ccccc1CN=Cc1[nH]c2ccc(Br)c(Cl)c2c1O | 4 | 25 | 22 | 25% | -6 | 178 | -25% | 6 | 178
CC(C)n1c(/N=C/c2c[nH]c3ccccc23)nc2ccccc21 | -1 | 93 | 94 | 13% | 0 | 163 | 2% | 0 | 163
O=C(CCCc1nc2ccccc2s1)Nc1nccs1 | -7 | 90 | 97 | 5% | -38 | 204 | -21% | 38 | 204
c1ccc2c(NC3CCCC3)nnc(NC3CCCC3)c2c1 | -13 | 52 | 66 | 14% | -12 | 130 | -12% | 12 | 130
CCOC(=O)c1ccc(NC(=O)C2(c3ccc(OC)cc3)CCOCC2)cc1 | 19 | 101 | 82 | -16% | -6 | 182 | -11% | 6 | 182
CS(=O)(=O)N(CC(=O)NCc1ccccc1Cl)Cc1ccccc1 | 13 | 97 | 84 | . | -6 | 80 | . | 5 | 80
CCOc1ccc2[nH]c(=O)c(CN(Cc3ccc(F)cc3)C(=O)N3CCCC3)cc2c1 | -14 | 47 | 61 | 8% | 5 | 177 | 6% | -5 | 177
Cn1c(=O)n(CCc2ccccc2)c(=O)c2c1nc1n2CCCN1Cc1ccccc1 | 10 | 27 | 17 | -14% | -12 | 180 | 5% | 12 | 180
COc1ccccc1NC(=O)Cc1csc(NC(=S)Nc2ccccc2)n1 | . | . | . | 3% | 5 | 109 | 12% | -5 | 109

Ordered by molecular weight (high to low): some entries from above.
SMILES | MRP reversal | MRP reversal cytotoxicity | MRP reversal with doxorubicin | PLAP inhibition | NFkB transloc inh | NFkB transloc inh cell count 2 µM | Bcl-B displacement | IL1B NFkB pot | IL1B NFkB pot cell count 2 µM
COc1ccc(NS(=O)(=O)c2ccc(OC)c(N(C)S(=O)(=O)c3ccc(Cl)cc3)c2)cc1 | . | . | . | -29% | -65 | 142 | -14% | ? | .
CCOc1cc(N2CCOCC2)c(OCC)cc1NC(=O)c1cc(-c2ccco2)nc2ccccc12 | -3 | 4 | 7 | -82% | . | . | 25% | . | .
CCOc1ccc2[nH]c(=O)c(CN(Cc3ccc(F)cc3)C(=O)N3CCCC3)cc2c1 | -14 | 47 | 61 | 8% | 5 | 177 | 6% | -5 | 177
COc1ccccc1NC(=O)Cc1csc(NC(=S)Nc2ccccc2)n1 | . | . | . | 3% | 5 | 109 | 12% | -5 | 109
COc1ccccc1CN=Cc1[nH]c2ccc(Br)c(Cl)c2c1O | 4 | 25 | 22 | 25% | -6 | 178 | -25% | 6 | 178
CCOC(=O)c1ccc(NC(=O)C2(c3ccc(OC)cc3)CCOCC2)cc1 | 19 | 101 | 82 | -16% | -6 | 182 | -11% | 6 | 182
CS(=O)(=O)N(CC(=O)NCc1ccccc1Cl)Cc1ccccc1 | 13 | 97 | 84 | . | -6 | 80 | . | 5 | 80
O=C(CCCc1nc2ccccc2s1)Nc1nccs1 | -7 | 90 | 97 | 5% | -38 | 204 | -21% | 38 | 204
CC(C)n1c(/N=C/c2c[nH]c3ccccc23)nc2ccccc21 | -1 | 93 | 94 | 13% | 0 | 163 | 2% | 0 | 163
Cc1ccc(Nc2nc3c([nH]2)c(=O)n(C)c(=O)n3C)cc1 | -3 | 80 | 83 | -10% | -4 | 137 | -4% | 4 | 137
c1coc(CNC2C3CC4CC(C3)CC2C4)c1 (stereo not drawn) | 3 | 91 | 87 | 26% | . | . | 0% | . | .

Remaining list, next part:
SMILES | MRP reversal | MRP reversal cytotoxicity | MRP reversal with doxorubicin | PLAP inhibition | NFkB transloc inh | NFkB transloc inh cell count 2 µM | Bcl-B displacement | IL1B NFkB pot | IL1B NFkB pot cell count 2 µM
Cc1ccc(-c2nn(-c3cc(Cl)ccc3[N+](=O)[O-])c(=O)c3ccccc23)cc1C | . | . | . | -8% | 2 | 145 | -16% | -2 | 145
O=C(/C=C1\NC2(CCCC2)Cc2ccccc21)N1CCOCC1 | 6 | 85 | 79 | -22% | 6 | 170 | 0% | -6 | 170
Cc1ccc(-c2nnc(SCC(=O)OC(C)C)n2N)cc1 | 4 | 92 | 88 | -16% | -71 | 71 | -7% | ? | .
CCc1ccc(NC(=O)CSC2=C(C#N)C(c3ccco3)C3=C(CCCC3=O)N2)cc1 (stereo not drawn) | 12 | 88 | 76 | 12% | 2 | 94 | 8% | -2 | 94
CCOc1ccccc1C(=O)N(Cc1cccs1)C1CCS(=O)(=O)C1 (stereo not drawn) | -1 | 94 | 96 | -2% | 0 | 103 | -6% | 0 | 103
CCOC(=O)c1snc(C(=O)NC2CCCCC2)c1N | 15 | 98 | 83 | 15% | . | . | 2% | . | .
COc1ccc(-c2ccc(NCCC3=CCCCC3)nn2)cc1OC | -2 | 80 | 82 | 27% | -10 | 104 | -5% | 10 | 104
Cc1cc(SCc2ccccc2)nc(=O)[nH]1 | 5 | 96 | 91 | 1% | 8 | 202 | 2% | -8 | 202
CN(C)CCCN1C(=O)C(=O)/C(=C(/O)c2ccc3c(c2)OCO3)C1c1cccnc1 (stereo not drawn) | -5 | 96 | 101 | . | -4 | 138 | . | 4 | 138
Nc1ccc2nn(-c3cccc4ccccc34)nc2c1 | . | . | . | 12% | -12 | 180 | -10% | 12 | 180
Cc1cccc(Cn2c(N(C)Cc3ccccc3)nc3c2c(=O)[nH]c(=O)n3C)c1 | -7 | 80 | 87 | -3% | 11 | 167 | -5% | -11 | 167
CC(C)(C)n1nc2c(c1NC(=O)c1ccccc1F)CS(=O)C2 (stereo not drawn) | -1 | 90 | 91 | 11% | 8 | 150 | 8% | -8 | 150
COc1ccccc1N1CCN(C(=O)C2CCN(S(=O)(=O)c3ccc(F)cc3)CC2)CC1 | 9 | 96 | 87 | -75% | . | . | -1% | . | .
O=C(CN1C(=O)CSc2ccccc21)NC1CCCC1 | 1 | 90 | 89 | 1% | -1 | 112 | -37% | 1 | 112
O=S(Cc1ccc(Cl)cc1)CC(O)COCc1ccc(Cl)cc1 (stereo not drawn) | 4 | 104 | 100 | -25% | 0 | 175 | 14% | 0 | 175
OCCCc1nc2n(n1)C(c1cccs1)C=C(c1ccc(Br)cc1)N2 (stereo not drawn) | 2 | 79 | 78 | -40% | 3 | 187 | 126% | -3 | 187
O=C(CSC1=Nc2ccccc2C2=NC(c3ccccc3)C(=O)N12)NC1CCCCC1 (stereo not drawn) | 6 | 88 | 82 | -3% | -13 | 168 | -26% | 13 | 168
FC(F)(F)c1cnc(-n2cc[nH]c2=S)c(Cl)c1 | 6 | 93 | 86 | -68% | . | . | 10% | . | .
O=C(CSc1ncnc2c1oc1ccccc12)NCc1ccc(F)cc1 | -6 | 60 | 66 | 10% | 10 | 153 | 0% | -10 | 153
CC(=O)N1c2ccccc2C(C)(C)C2CCC(C)CC21 (stereo not drawn) | 21 | 90 | 69 | . | -10 | 129 | . | 10 | 129
COc1ccc(Nc2nc(C)cc(C)c2C(N)=O)cc1 | -4 | 96 | 100 | 20% | 4 | 141 | 6% | -4 | 141
CSc1nc(-c2ccccc2)nc(SC)c1C(C)=O | 2 | 80 | 78 | -10% | 8 | 42 | 2% | -8 | 42
Cc1nc2ncnn2c(N2CCN(C(=O)c3cccc(F)c3)CC2)c1C | -7 | 69 | 76 | . | -26 | 99 | . | 26 | 99
Cc1noc(C)c1C(c1ccccc1)c1ccccc1 | . | . | . | 32% | 1 | 159 | 4% | -1 | 159
CCOc1ccc(-c2nn(-c3ccccc3)cc2/C=C2\SC(=S)N(C3CCS(=O)(=O)C3)C2=O)cc1 (stereo not drawn) | 6 | 93 | 87 | 8% | 5 | 172 | -22% | -5 | 172
O=C(COc1ncnc2ccc(Br)cc12)NCc1ccc2c(c1)OCO2 | . | . | . | 9% | 12 | 205 | 0% | -12 | 205
COc1ccc(-n2c(Cc3cccn3C)nnc2SCC(=O)Nc2ccc3c(c2)OCCO3)cc1 | -6 | 87 | 93 | -77% | 6 | 139 | 10% | -6 | 139
COCCn1c(SCC(=O)Nc2cccc(OC)c2)nnc1-c1ccccc1 | 7 | 97 | 91 | 16% | 0 | 141 | -2% | -1 | 141
COc1cccc(C(=O)Nc2ccc(NC(C)=O)cn2)c1 | -6 | 87 | 93 | . | 0 | 124 | . | 0 | 124
O=C(c1ccco1)N1CCN(c2ccc(Cl)c(Cl)c2)CC1 | . | . | . | . | 2 | 167 | . | -2 | 167
Cc1ccc(CSc2nnc([C@@H]3CCCN3)o2)cc1 | -7 | 93 | 100 | 8% | -6 | 186 | -11% | 6 | 186
Nc1nncn1C(=O)c1c(Cl)cccc1Cl | -11 | 89 | 100 | 20% | -19 | 112 | -7% | 19 | 112
CC(C)N(C(=O)C1CC(=O)OC12CCCCC2)C(C)C (stereo not drawn) | -2 | 93 | 95 | 5% | -23 | 179 | -16% | 23 | 179
Cc1ccc(C)c(OCCCC(=O)O)c1 | -6 | 101 | 107 | -9% | -5 | 119 | 2% | 5 | 119
Cc1ccc(C(=O)CCNc2ccc(F)c(Cl)c2)o1 | -12 | 87 | 99 | 7% | . | . | 7% | . | .
CCOc1cc2[nH]c(=S)n(Cc3ccc(C(=O)NCC(OC)OC)cc3)c(=O)c2cc1OCC | 11 | 85 | 74 | -2% | 2 | 165 | -1% | -2 | 165
COc1c2c(nc3occc13)C(CC=C(C)C)(OC)C(O)CC2 (stereo not drawn) | 25 | 114 | 90 | . | 2 | 112 | . | -2 | 112
Cc1nn(C(=O)c2ccco2)c(C)c1CN1C(=O)c2ccccc2C1=O | -4 | 111 | 115 | -4% | 2 | 156 | -7% | -2 | 156
O=C(Cc1n[nH]c(=O)c2ccccc12)Nc1ccc(-c2nnc3n2CCCCC3)cc1 | 1 | 100 | 99 | 24% | 4 | 144 | 6% | -4 | 144
CCOC(=O)N1CCN(C(=O)CSCc2nc(-c3ccccc3F)oc2C)CC1 | -6 | 69 | 75 | -17% | -23 | 76 | -3% | 26 | 76
Cc1c(Br)c([N+](=O)[O-])nn1C(C)C(=O)N1CCCc2ccccc21 (stereo not drawn) | . | . | . | -7% | 3 | 129 | -9% | -3 | 129
